FAS-TE inh = FAS thioesterase (human) inhibition. P49327. recombinant FAS-TE, OMFH fluorogenic substrate, fluorescence endpoint. inhibition, % at 15 µM. 360,000 compounds, 0.67% hits;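 active = compounds whose normalised, plate-corrected inhibition of enzyme fluorescence in the single-dose primary screen is 50% or more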;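 also: 0% = DMSO with enzyme and 100% = substrate without enzyme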
PABP1 MLLE inh = blocks PAM2 peptide binding to the PABP1 MLLE domain. P11940. GST-MLLE / FITC-PAM2 fluorescence polarization. inhibition, % at 20 µM. 360,000 compounds, 0.36% hits. AID 588489; in the data active = inhibition above about 35%, passing the limit was not always enough;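 also: plate controls were DMSO wells with GST-MLLE for no effect and wells lacking GST-MLLE protein for full effect; some results filed as inactive read as strong as hits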
CendR NRP1 mod = NRP-1/CendR interaction modulation; FAM-RPARPAR peptide binding to NRP-1, fluorescence polarization; inhibition, % at 25 µM; 360,000 compounds, 0.85% hits;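 active = inhibition or corrected inhibition above about 18%, plus a signal ratio from 0.5 to 1.5, limit read from the data, passing the limit was not always enough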; also: strong numbers were not always called active
TbMetRS inhib = Trypanosoma brucei MetRS inhibition; purified T. brucei MetRS, ATP depletion, Kinase-Glo luminescence; 360,000 compounds, 0.4% hits; inhibition, % at 11.9 µM;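 active = inhibition above a per-plate cutoff of the control wells' mean inhibition plus 3 SD, cut at about 5.5% in these data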;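 also: 0% = DMSO wells median and 100% = median of wells with control inhibitor compound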
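Material: T. brucei methionyl-tRNA synthetase, purified; reagent: substrates ATP, L-methionine and bulk Escherichia coli tRNA; dosing: 11.9 µM single point; timing: 15 min plus 2 h at 25 °C; detection: luminescence of leftover ATP; evaluation: % inhibition; control set: DMSO-only wells as low control; replicates: singlicate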
eLon inh = E. coli protease La inhibition. P0A9M0. 360,000 compounds, 0.42% hits. AID 602123. purified E. coli Lon protease, fluorescence polarization. inhibition, % at 7.94 µM; in the data active = inhibition above about 13%, passing the limit was not always enough;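 also: 0% = enzyme with probe and DMSO and 100% = no enzyme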
Target sequence (P0A9M0 whole entry, looked up): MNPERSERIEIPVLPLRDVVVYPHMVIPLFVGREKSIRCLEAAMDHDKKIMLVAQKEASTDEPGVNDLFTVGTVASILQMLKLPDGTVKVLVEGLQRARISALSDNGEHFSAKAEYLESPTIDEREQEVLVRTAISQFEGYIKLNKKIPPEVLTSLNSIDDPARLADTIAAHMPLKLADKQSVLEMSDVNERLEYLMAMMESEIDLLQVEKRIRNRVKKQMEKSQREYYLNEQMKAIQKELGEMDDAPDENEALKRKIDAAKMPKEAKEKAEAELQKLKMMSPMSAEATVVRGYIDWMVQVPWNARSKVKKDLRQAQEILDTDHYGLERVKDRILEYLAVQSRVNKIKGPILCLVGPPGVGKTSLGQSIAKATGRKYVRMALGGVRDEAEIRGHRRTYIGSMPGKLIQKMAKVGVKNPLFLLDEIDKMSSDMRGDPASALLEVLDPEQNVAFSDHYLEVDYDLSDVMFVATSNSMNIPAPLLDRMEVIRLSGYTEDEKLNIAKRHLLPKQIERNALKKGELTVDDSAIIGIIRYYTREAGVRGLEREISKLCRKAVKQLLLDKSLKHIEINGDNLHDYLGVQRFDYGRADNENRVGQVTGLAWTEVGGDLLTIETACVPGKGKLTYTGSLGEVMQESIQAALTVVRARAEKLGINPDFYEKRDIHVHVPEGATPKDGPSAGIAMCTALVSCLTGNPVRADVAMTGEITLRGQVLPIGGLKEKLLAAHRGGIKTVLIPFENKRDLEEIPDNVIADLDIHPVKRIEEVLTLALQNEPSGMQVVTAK
MsrA act = activates bovine MsrA enzyme | purified bovine MsrA, absorbance read-out | activation, % at 10.6 µM | 360,000 compounds, 0.3% hits; in the data active = activation above about 7.5%;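 also: 0% = vehicle and 100% = reference activator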
MsrA inh = inhibitors of bovine MsrA; purified bovine MsrA, absorbance read-out; 360,000 compounds, 0.75% hits; inhibition, % at 15.5 µM; AID 651718; in the data active = inhibition above about 4.5%;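 also: 0% = vehicle wells with enzyme and 100% = reference inhibitor wells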
MT1-MMP act inh = inhibitors of human MT1-MMP activation | HT1080 RFP-PRO-GFP cells, GFP/RFP ratio fluorescence, overnight; percent of plate control window, DMSO zero | GFP/RFP ratio change, % at 20 µM | 360,000 compounds, 0.061% hits;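 active = GFP/RFP ratio change of at least 30% with cell ATP level not reduced by more than half and red fluorescence within 50% of control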; also: strong numbers were not always called active
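Read-out: GFP/RFP fluorescence ratio; Test system: RFP-PRO-GFP reporter HT1080 cells; Compound dosing: single-point 20 µM compound, 1% DMSO; Times: overnight compound exposure at 37 °C.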
SKN-1 inh = inhibitors of C. elegans SKN-1; 360,000 compounds, 0.49% hits; C. elegans VP596 Pgst-4::GFP/RFP ratio, acrylamide-induced, 24 h; AID 624304; inhibition, % at 21.8 µM;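 active = interference check ratio from 0.5 to 1.5 plus GFP to RFP signal ratio inhibition reaching or exceeding a fixed threshold, cut at about 30% in these data, passing the limit was not always enough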; also: some compounds called inactive have numbers as strong as hits
* marks the source's active call; other numbers are inactive results; · = no result given; & = joins results of further samples. Hits appear at their usual frequency. Share with any hit: about 4%.

Every second line gives: FAS-TE inh, PABP1 MLLE inh, CendR NRP1 mod, TbMetRS inhib, eLon inh, MsrA act, MsrA inh, MT1-MMP act inh, SKN-1 inh
CCN(CC)CCCN1C=C2C(=O)C(C)(OC(=O)CCC(=O)OC)C(=O)C=C2C=C1C1CC1 (stereo unspecified)
→ -9.8, 20.5, 18.1, -0.2, 24.2, -1.4, 1.5, 1.8, 21.2
Cc1cc(N2CCN(C)CC2)nc2ccc(NC(=S)N3CCN(c4ccccn4)CC3)cc12
→ -19.2, -100.6, -0.1, -0.2, -3.2, -3.8, 0.4, 1.2, -8.6
CCC(=O)N1CCc2cc(S(=O)(=O)NCCC(=O)N3CC=C(c4ccccc4)CC3)ccc21
→ 5.7, 2.1, -5.3, -0.1, 3.9, 0.8, 0.5, 5.6, -6.1
O=C1Nc2ccccc2C(=O)N(c2ccc3c(c2)OCCO3)C1C(=O)NC1CC1 (stereo unspecified)
→ ·, ·, 6.0, 0.3, ·, ·, -1.0, 2.5, 3.4
O=C(Nc1ccc2c(c1)OCCO2)C(C1CC1)N1CCC(Cc2ccccc2)CC1 (stereo unspecified)
→ 8.8, 6.4, 17.8, -0.2, -13.2, 2.9, 1.3, -1.5, 0.1
CCOC(=O)NNc1ccccc1
→ -1.8, 13.2, -1.1, -0.6, -6.3, -4.1, -0.8, 1.1, -1.2
O=C1CC2(CCN(C(=O)COc3ccc(Cl)cc3)CC2)Oc2ccccc21
→ 16.3, 8.4, -4.0, -0.7, 4.2, -6.4, -0.3, 3.1, -14.2
COc1ccc(-c2nnc3ccc(SC(C(C)=O)C(C)=O)nn23)cc1OC
→ -3.9, 21.4, 6.2, -0.4, -8.6, 5.3, 0.5, 7.5, 14.1
CCN1CCN(S(=O)(=O)c2ccc(Cl)c(C(=O)N(CC(C)C)C3CCS(=O)(=O)C3)c2)CC1 (stereo unspecified)
→ -6.4, -134.9, -10.5, -0.1, -1.6, -0.8, 0.4, -5.2, 26.2
O=C(NCc1ccc(N2CCCC2=O)cc1)Nc1ccccc1
→ -2.2, 3.2, 7.5, 0.2, -7.0, 1.2, 1.4, 5.7, -4.4
CCCCCCCCc1nc(SCC(C)=O)n[nH]1
→ -0.3, -38.0, 12.6, 1.4, -0.2, -2.4, -0.8, -1.7, 2.4
CCC(CC)C(=O)N(C)c1c(C)nc2c(OCc3ccc(C#N)cc3)cccn12
→ -3.6, -11.6, 6.8, -0.1, 7.7, -3.9, -0.5, -0.9, 1.0
CC1CC(C)CN(C(=O)c2ccccc2Nc2ccc(SC(F)F)cc2)C1 (stereo unspecified)
→ 19.4, 0.4, 3.9, -0.5, 12.0, 1.6, 0.4, -10.0, 12.8
CCn1cc(CN2CCCC(C(=O)Nc3ccc(-c4cscn4)cc3)C2)c(C)n1 (stereo unspecified)
→ -3.8, 10.1, -10.1, -0.1, -8.1, -4.1, 0.3, 1.7, -20.4
COc1ccccc1Cn1c(=S)[nH]c2cc(C(=O)N3CCCC3)ccc2c1=O
→ -1.2, -92.9, 30.8*, -0.8, -3.5, -5.4, 0.6, 1.3, 19.3
O=C(/C=C/c1ccc(F)cc1)NCCCN1CCN(CCCNC(=O)/C=C/c2ccc(F)cc2)CC1
→ -6.2, 4.0, 2.8, -0.5, -3.9, -3.3, 0.6, 2.5, -6.0
Cc1cc(NC(=O)c2cccc(C(=O)Nc3cc(C)on3)n2)no1
→ -2.5, 4.2, 9.4, -0.7, 2.1, -4.9, 1.8, 1.7, -4.6
COc1ccccc1/C=C/C=N/Nc1cccc(C(=O)O)c1
→ 3.1, -7.5, 9.5, 0.8, -0.1, -2.7, 4.4, 2.1, -2.0
Cc1ccc(C2NC(=O)c3c(sc4c3CCN(C)C4)N2)o1 (stereo unspecified)
→ -10.9, -20.6, -3.7, -1.2, -4.3, -7.7, 2.0, -24.3, 23.4
O=C(COc1ccccc1CNCc1ccccc1)Nc1ccccc1
→ -1.0, 0.5, -2.4, -0.2, -0.1, -2.2, -1.1, -5.2, 19.4
CCN(CC)C(=O)c1csc([C@H]2C[C@H](O)[C@@H](CO)O2)n1
→ -7.1, 8.8, -7.0, -0.2, -7.8, -0.1, -1.2, 1.5, 4.2
Fc1ccc(-c2cnc(-c3cccs3)o2)cc1
→ 12.3, -8.2, 0.6, -0.2, -2.2, -2.8, 0.6, -5.4, 92.1*
Cc1cc(Cl)ccc1NC(=O)COC(=O)CCNS(=O)(=O)c1ccccc1
→ 2.5, 3.1, -5.7, 0.2, 0.9, -4.6, 0.0, 5.7, -6.9
CCn1cnc2sc(-c3ccccc3)cc2c1=O
→ -1.3, -9.1, 17.3, -0.3, 2.4, -1.0, 1.4, -0.7, 21.3
CN(C)c1ccc(P(=O)(Nc2ccccc2)N2CCOCC2)c(NC(=O)c2cccs2)c1 (stereo unspecified)
→ 3.0, 1.4, -20.6, 0.5, -3.2, -3.5, -0.1, -12.1, -3.7
CC1(C)CC2CC(C)(CN2C(=O)COC(=O)c2ccc(O)cc2O)C1 (stereo unspecified)
→ 1.2, 10.1, 3.6, 0.8, -1.4, -2.9, 0.8, -4.7, -15.8
Cc1nn(CCc2nn[nH]n2)c2nc(-c3ccc(C4CCCCC4)cc3)cc(C(F)(F)F)c12
→ 69.2*, -4.1, -6.1, -0.6, -7.3, -7.6, -0.2, 12.9, 9.4
Cn1c(NC(=O)c2ccc(S(=O)(=O)N3CCCCC3)cc2)cc(=O)n(C)c1=O
→ -11.6, 4.6, -15.7, -1.8, 0.5, -10.3, 0.4, 1.8, 6.6
CC(C)SCCCOc1ccc(C(C)(C)C)cc1
→ 13.2, 9.5, -14.9, 0.4, -11.4, -0.2, 1.1, 3.0, -13.9
O=C(O)c1ccccc1-c1ccccc1C(=O)Nc1cccc(O)c1
→ -4.6, -7.0, 4.9, -0.5, -0.2, -5.0, 2.0, -0.7, 0.7
O=C1CCC(/C=C/c2ccccc2)=NN1Cc1ccc(F)cc1
→ 38.8, 1.8, 7.2, -0.5, -4.9, -4.2, 2.5, -4.9, 18.2
CN(C)C(=O)c1ccccc1Sc1cc(Cl)ccc1Cl
→ -5.1, -2.0, -1.7, -1.6, -4.9, -4.3, 0.1, 3.7, 8.4
Cc1cccc(-n2c(O)c(C=Nc3c(C)n(C)n(-c4ccccc4)c3=O)c3ccccc3c2=O)n1
→ 15.0&15.6, 20.0&-2.8, 10.5&-31.0, -0.2&-0.9, -5.0&-10.5, -1.8&-2.7, 1.1, 0.3&6.0, -1.0&4.4
COCC(=O)Nc1nc(-c2ccc([N+](=O)[O-])cc2)cs1
→ 11.0, -0.1, 18.1, -0.4, 15.5, -2.0, 1.4, 3.4, 14.9
CCc1nc(SCC(=O)N2CCC(C)CC2)c2c(=O)n(C)c(=O)n(C)c2n1
→ -3.5, 4.7, -1.5, -0.9, 2.9, -0.3, -0.2, 3.2, 3.8
O=C(COC(=O)c1cccc(S(=O)(=O)NCc2ccccc2)c1)NCC1CCCO1 (stereo unspecified)
→ -8.2, 3.6, 2.1, 0.1, -1.8, -3.2, 0.7, 1.2, 1.9
COc1ccc(Cn2ccnc2)cc1[N+](=O)[O-]
→ -8.0, 0.1, 4.3, -0.7, 6.2, -4.3, 0.2, 0.5, 10.5
O=C(CCCCCNC(=O)c1ccccc1)N/N=C/c1ccco1
→ -11.7, -10.8, 2.9, -0.6, -2.9, -4.4, 0.8, 0.3, -0.7
O=C1CC(SCCc2nc3ccccc3[nH]2)C(=O)N1c1ccc(F)cc1 (stereo unspecified)
→ -7.2, 36.4, 2.9, 1.6, -9.7, -8.9, -0.8, 3.8, 17.3
Cc1cccc(N2CCN(C(=O)c3ccc4nccnc4c3)CC2C)c1 (stereo unspecified)
→ -8.7, -2.2, -10.2, 0.2, -3.7, -1.9, 0.4, -1.0, 21.8

3 neighbouring records already listed, for reference:
Every second line gives: FAS-TE inh, PABP1 MLLE inh, CendR NRP1 mod, TbMetRS inhib, eLon inh, MsrA act, MsrA inh, MT1-MMP act inh, SKN-1 inh
CC1(C)CC2CC(C)(CN2C(=O)COC(=O)c2ccc(O)cc2O)C1 (stereo unspecified)
→ 1.2, 10.1, 3.6, 0.8, -1.4, -2.9, 0.8, -4.7, -15.8
Cc1nn(CCc2nn[nH]n2)c2nc(-c3ccc(C4CCCCC4)cc3)cc(C(F)(F)F)c12
→ 69.2*, -4.1, -6.1, -0.6, -7.3, -7.6, -0.2, 12.9, 9.4
Cn1c(NC(=O)c2ccc(S(=O)(=O)N3CCCCC3)cc2)cc(=O)n(C)c1=O
→ -11.6, 4.6, -15.7, -1.8, 0.5, -10.3, 0.4, 1.8, 6.6

Next section.
Every second line gives: FAS-TE inh, PABP1 MLLE inh, CendR NRP1 mod, TbMetRS inhib, eLon inh, MsrA act, MsrA inh, MT1-MMP act inh, SKN-1 inh
CN(C)C(=O)NCc1ccc(S(N)(=O)=O)cc1
→ -5.7, -0.9, 18.6, -0.3, -1.4, -5.8, -0.7, -0.1, 7.8
NNC(=O)CN1C(CN2CCOCC2)=Nc2ccc(Br)cc2C1c1ccccc1 (stereo unspecified)
→ -3.1, 11.2, 8.1, -0.5, -1.7, -2.1, 1.2, 4.2, 6.2
CS(=O)(=O)N(Cc1ccccc1)c1ccc(C(=O)Nc2ccccc2C(=O)O)cc1
→ 2.8, 2.7, 0.1, 0.5, 4.2, 0.1, 0.1, -1.8, 34.2
C=C(C)CN(CC)C(=O)CSc1nc2ncc(Cl)cc2[nH]1
→ -4.2, -7.6, 1.0, 2.9, 3.6, -1.6, 0.9, -11.1, -8.3
COC(=O)Cn1c2c(c3cc(C)ccc31)CCCC2NC(C)c1ccccc1 (stereo unspecified)
→ 33.0, -5.6, -6.6, 0.2, 3.3, -3.6, -0.7, -5.7, -2.9
Nc1c(C(=O)O)sc2nc(-c3ccccc3)cc(-c3ccccc3)c12
→ 11.4, -37.5, -27.0, -0.1, -8.0, -1.3, -0.6, -13.7, 25.1
C[C@@H]1CN([C@H](C)CO)C(=O)CCCn2nncc2CO[C@H]1CN(C)C(=O)C1CCCCC1
→ -10.1, -3.0, -9.9, -1.3, -1.6, -1.1, -0.6, -0.8, -6.8
COc1ccc(C=C2C(=O)c3ccccc3C2=O)cc1O
→ -4.5, -25.5, 18.7, -0.8, -11.5, 2.2, -0.5, -6.6, -2.4
O=C(COC(=O)CCS(=O)(=O)c1ccc(Cl)cc1)Nc1ncc(Cl)cc1Cl
→ -2.5, 6.0, -4.0, -1.4, -5.7, -10.7, -1.6, ·, -1.5
CCOC(=O)c1c(NC(=O)COC(=O)c2ccc(S(=O)(=O)C(F)F)cc2)sc(C(=O)N(C)C)c1C
→ 20.7, -24.5, -19.4, -0.5, 2.3, -7.4, -1.6, -1.0, 28.8
Cc1nnc(NC(=O)Cn2c(=O)sc3ccccc32)s1
→ -3.2, 6.2, -8.4, 0.0, 0.8, -1.0, 0.3, 2.4, -7.8
N#Cc1ccc(S(=O)(=O)N2CCN(CC(=O)Nc3ccccc3C(=O)NC3CC3)CC2)cc1
→ 0.9, 10.5, -1.9, -0.5, -6.2, -3.8, -0.5, 6.3, -8.5
Cc1ccc(S(=O)(=O)N2CCCCC2)cc1NC(=S)NC(=O)c1ccco1
→ 9.0, 39.5*, -0.3, -1.2, -3.2, -11.4, -0.2, 2.1, -7.9
CN(C)CCCNC(=O)c1cc(C(=O)c2c(Cl)cccc2Cl)c[nH]1
→ -5.1, -6.0, -5.1, -0.8, 11.6, -2.2, -0.4, 1.9, 10.7
CCCCn1c2nc3ccccc3nc2c2c(=O)n(C(C)CC)cnc21 (stereo unspecified)
→ 3.9, 2.7, -7.8, -0.7, -3.3, -1.8, -0.1, 1.5, 16.1
